Screens as filed in PubChem.
PLC-beta3 inh = human PLC-beta3 inhibitors, primary screen, biochemical, fluorescence. 1-phosphatidylinositol 4,5-bisphosphate phosphodiesterase beta-3 (Homo sapiens), Q01970. Purified PLC-beta3, fluorogenic substrate. inhibition, % at 12.2 µM. actives 0.18% (n = 370,000). AID 720704, 2013; in the data active means inhibition above about 11%;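 further: 0% = median of compound wells on plate and 100% = full blocker control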
PLCg1 inh = PLC-gamma1 enzyme inhibitors, primary screen, biochemical, fluorescence, purified enzyme | 1-phosphatidylinositol 4,5-bisphosphate phosphodiesterase gamma-1 (Homo sapiens), P19174 | inhibition, % at 12.2 µM | fluorogenic substrate | AID 720700, 2013 | actives 0.84% (n = 370,000); in the data active means inhibition above about 9.5%
KLK7 zymogen act = proKLK7 zymogen activators, primary screen, biochemical, fluorescence intensity. Kallikrein-7 (Homo sapiens), P49862. purified proKLK7, EDANS-DABCYL substrate fluorescence; 100% is mature enzyme control, 0% vehicle. activation, % at 7 µM. actives 0.9% (n = 370,000);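 active means activation above the mean of all tested compounds plus 3 SD, computed per campaign excluding outliers beyond control limits, cut at about 13% in these data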
Target sequence (P49862 whole entry, looked up): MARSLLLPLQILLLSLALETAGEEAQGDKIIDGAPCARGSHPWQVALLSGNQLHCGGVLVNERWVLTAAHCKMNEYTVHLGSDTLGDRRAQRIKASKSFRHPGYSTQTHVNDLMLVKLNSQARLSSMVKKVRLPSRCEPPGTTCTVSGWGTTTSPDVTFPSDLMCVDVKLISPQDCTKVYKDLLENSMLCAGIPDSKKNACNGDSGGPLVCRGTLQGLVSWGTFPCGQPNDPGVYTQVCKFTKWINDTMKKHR
Tn7 DDE FP = inhibitors of Tn7 peptide binding to fibrin DD(E), primary screen, biochemical, fluorescence polarization, human fibrin, Tn7 probe; FP displacement of FITC-Tn7 peptide from fibrin DD(E); 0% = median of compound wells per plate; Fibrinogen beta chain (Homo sapiens), P02675; inhibition, % at 8.3 µM; actives 0.13% (n = 370,000);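 active means inhibition above the mean of compounds falling within the control limits plus 3 SD of them, cut at about 14% in these data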;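 further: 0% = plate median of compound wells and 100% = 10 µM Aha-Tn7 peptide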
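Assay system: Human clot-derived fibrin DD(E) complex | Buffer or medium: Tris/NaCl/CaCl2 buffer, pH 7.8 | Repeats: One replicate per compound | Benchmarks: Aha-Tn7 high control | Measure: % inhibition scaled between sample-field median and high-control FP | Schedule: 10 min plus 3 h, room temperature | Signal: Fluorescence polarization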
ADAM17 inh = ADAM17 inhibitors, primary screen, biochemical, QFRET | actives 0.83% (n = 370,000) | AID 720648, 2013 | Disintegrin and metalloproteinase domain-containing protein 17 (Homo sapiens), P78536 | inhibition, % at 6.95 µM | recombinant ADAM17, EDANS/DABCYL FRET peptide cleavage;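 active means inhibition above the mean of compounds lying between control limits plus 3 SD, set per campaign, cut at about 8.5% in these data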;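 further: 0% = DMSO-only wells as the low control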
MBD2 DNA inh = inhibitors of MBD2 binding to methylated DNA, primary screen, biochemical, TR-FRET, DNA-binding domain, human; AID 686964, 2013; actives 0.31% (n = 370,000); MBD2 binding to methylated oligonucleotide; inhibition, % at 4.4 µM; Methyl-CpG-binding domain protein 2 (Homo sapiens), Q9UBB5; in the data active means inhibition above about 13%
ARFGAP1 inh = inhibitors of rat ARFGAP1 GAP activity, primary screen, biochemical, fluorescence polarization, GDP tracer; inhibition, % at 16.5 µM; Arfgap1-stimulated ARF1 GTP hydrolysis, GDP FP detection; actives 0.26% (n = 360,000); AID 651572, 2012;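 active means inhibition above a per-plate limit, mean inhibition of low control wells plus 3 SD, cut at about 25% in these data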;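 further: 0% = DMSO wells with enzyme and 100% = wells lacking Arfgap1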
Target sequence (Q62848 1-136 limits assumed): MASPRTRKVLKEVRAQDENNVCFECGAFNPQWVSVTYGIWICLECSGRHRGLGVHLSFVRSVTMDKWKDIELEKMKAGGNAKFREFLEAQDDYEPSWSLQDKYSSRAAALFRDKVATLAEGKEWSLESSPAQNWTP
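Assay system: Rat Arfgap1 GAP domain (His6, aa 1-136), purified enzyme | Buffer or medium: HEPES 25 mM pH 7.5, NaCl 150 mM, MgCl2, DTT | Schedule: GTP hydrolysis reaction 2 h at 25 °C | Signal: FP of antibody-bound GDP Alexa 633 tracer, ex 620/em 688 nm | Measure: Percent inhibition of Arfgap1-stimulated GTP hydrolysis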
UHRF1 binding = UHRF1 methylated DNA binding inhibitors, primary screen, counter-screen for MBD2 inhibitor project, biochemical, TR-FRET, human UHRF1, single concentration | AID 687016, 2013 | E3 ubiquitin-protein ligase UHRF1 (Homo sapiens), Q96T88 | actives 0.75% (n = 370,000) | inhibition, % at 4.4 µM | UHRF1 binding to methylated oligo; in the data active means inhibition above about 21%;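 further: UHRF1 SRA domain binding a hemimethylated CpG hairpin DNA probe; 0% = median of test compound wells and 100% = reference inhibitor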
ASAP1 GAP inh = inhibitors of human ASAP1 ArfGAP activity, primary screen, biochemical, fluorescence polarization; Arf-GAP with SH3 domain, ANK repeat and PH domain-containing protein 1 (Homo sapiens), …; ASAP1-stimulated ARF1 GTP hydrolysis, GDP FP detection; inhibition, % at 16.5 µM; actives 0.19% (n = 360,000); in the data active means inhibition above about 25%;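 further: 0% = vehicle with enzyme and substrate and 100% = no enzyme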
Target sequence (Q9ULH1 325-724 limits assumed): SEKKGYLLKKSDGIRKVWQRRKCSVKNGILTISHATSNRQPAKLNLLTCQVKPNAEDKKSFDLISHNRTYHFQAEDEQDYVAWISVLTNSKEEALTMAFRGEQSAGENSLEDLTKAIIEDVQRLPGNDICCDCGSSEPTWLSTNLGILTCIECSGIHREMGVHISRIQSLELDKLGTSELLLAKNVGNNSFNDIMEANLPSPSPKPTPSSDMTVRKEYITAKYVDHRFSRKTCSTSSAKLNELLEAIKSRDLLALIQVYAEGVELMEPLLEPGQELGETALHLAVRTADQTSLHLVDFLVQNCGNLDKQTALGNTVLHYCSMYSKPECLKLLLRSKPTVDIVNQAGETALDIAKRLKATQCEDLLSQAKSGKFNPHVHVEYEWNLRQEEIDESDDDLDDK
DDE Tn6 FP inh = inhibitors of Tn6 peptide binding to fibrin DD(E), primary screen, biochemical, fluorescence polarization, human fibrin, Tn6 probe; Fibrinogen beta chain (Homo sapiens), P02675; Fibrin DD(E) TRITC-Tn6 fluorescence polarization displacement; inhibition, % at 8.3 µM; actives 0.21% (n = 370,000); AID 720509, 2013;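 active means inhibition above a per-campaign cutoff: mean of compounds within control limits plus 3 SD, cut at about 15% in these data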;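 further: 0% = median of all compound wells on the plate and 100% = blocking peptide control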
* marks the source's active call; other numbers are inactive results.

Results follow in this order: PLC-beta3 inh	PLCg1 inh	KLK7 zymogen act	Tn7 DDE FP	ADAM17 inh	MBD2 DNA inh	ARFGAP1 inh	UHRF1 binding	ASAP1 GAP inh	DDE Tn6 FP inh
1	O=C1CCCc2c1cc(C(=O)NCCCN1CCOCC1)c(=O)n2-c1ccc(Cl)cc1
    -4.5	-5.1	-0.5	0.4	-11.9	2.1	-5.1	0.9	-2.1	4.1
2	Cn1ccnc1-c1nnn(-c2ccc(F)cc2)n1
    -3.9	3.9	0.8	-7.1	-0.9	3.1	12.0	-2.6	-6.8	-0.9
3	CC(=O)c1ccc(OC(=O)Oc2ccc(C(C)=O)cc2)cc1
    0.9	3.5	-0.2	8.3	-3.7	-5.5	5.1	-0.1	-6.5	4.8
4	Cc1ccc(OC(=O)c2sc(Cl)nc2C)cc1C
    2.0	4.3	-0.4	2.7	-2.4	8.2	1.6	4.0	-11.4	-9.7
5	COc1ccc(/C(O)=C2/C(=O)C(=O)N(CCN(C)C)C2c2ccc(OC)c(OC)c2)c(C)c1 (stereo unspecified)
    -0.7	-4.0	-0.1	4.5	-1.9	-2.2	0.1	-3.3	-2.1	-5.0
6	C=CCN(CC(=O)Nc1cccnc1)S(=O)(=O)c1ccc(Cl)cc1
    2.2	3.2	0.6	-3.0	-3.8	1.1	-7.2	5.7	14.8	-3.5
7	Cc1ccc(N2C(=O)C(Cl)=C(N3CCCCCC3)C2=O)c(C)c1
    -28.5	-17.9	0.2	-4.6	-0.2	-2.5	-1.4	-0.6	8.6	-0.1
8	COc1ccc(CN(Cc2ccc(C(=O)O)cc2)C(=S)Nc2cccc(C)c2)cc1OC
    3.4	0.7	0.1	-12.4	-2.9	2.4	-8.4	-0.2	9.2	-5.6
9	Cc1ccccc1OCCC(=O)Nc1ccc(S(=O)(=O)N(C)C2CCN(C)CC2)cc1
    -4.0	-0.3	0.3	-1.3	-2.2	4.7	10.7	-1.7	-10.2	0.2
10	Cc1ccc(N2CN(CCc3ccccc3)CNC2=S)cc1
    -0.7	2.8	0.3	3.7	-6.0	2.1	-3.5	1.3	-8.7	-5.7
11	O=C(O)CCNC(=O)C12CC3CC(CC(C3)C1)C2
    -4.2	2.9	-0.2	-8.4	-3.9	1.3	4.7	3.6	-3.4	2.6
12	Clc1cccc(C2=NOC(c3nnc(-c4ccccc4)o3)C2)c1 (stereo unspecified)
    0.9	-0.5	0.3	4.3	-0.9	1.0	4.0	-3.9	-6.0	1.4
13	CN(CCO)CC(O)CN(c1ccccc1)c1ccccc1 (stereo unspecified)
    -6.6	2.5	0.3	-3.6	-2.3	0.2	2.6	2.2	8.2	-2.5
14	COc1ccccc1C(=O)NC(=S)Nc1ccccc1N1CCCC1
    -22.2	-14.0	-1.0	-1.5	3.3	-3.5	9.1	-2.6	3.9	-8.2
15	Cc1cccc(N2CCN(Cc3nc(C4CC4)no3)CC2)n1
    -9.0	0.0	0.0	1.3	-5.3	3.9	7.7	4.2	10.8	-1.3
16	Cc1ccccc1NC(c1cccc(Cl)c1)c1nnnn1C1CCCCC1 (stereo unspecified)
    3.8	1.6	0.0	-3.6	1.5	3.7	-2.8	0.6	-2.1	8.3
17	Cc1ccc(CNC(=O)CSc2nnc3c(n2)[nH]c2ccccc23)cc1
    3.1	0.7	-0.1	5.2	-0.1	1.6	5.6	-1.8	13.7	-0.3
18	CO/N=C(/CNC(=O)c1ccc(F)cc1)c1ccc(Cl)cc1
    0.3	1.4	0.0	-1.1	-3.0	3.7	-10.0	2.7	-11.2	-0.8
19	CN(C)CCCN(C(=O)c1cccs1)c1nc(-c2ccccc2)cs1
    0.8	5.8	0.1	-5.9	2.4	-6.2	3.2	-3.9	21.5	-6.5
20	C[C@H](CO)N1C[C@H](C)[C@@H](CN(C)S(=O)(=O)c2cccs2)Oc2c(NC(=O)c3ccncc3)cccc2C1=O
    -8.1	-9.1	0.1	2.2	-3.6	4.2	4.0	-0.2	7.4	-2.2
21	CN(Cc1ccccc1)C(=O)COC(=O)c1ccccc1NS(=O)(=O)c1cccc(N)c1
    3.1	2.3	-0.4	-4.0	3.1	2.5	8.2	1.8	11.2	6.0
22	Cc1ccc(S(=O)(=O)N2CCN(CC(=O)Nc3ccc(N4CCOCC4)cc3)CC2)cc1C
    -0.1	-0.4	0.8	8.0	-2.2	0.9	0.4	1.0	2.2	2.7
23	COc1cc(OC)c(S(=O)(=O)Nc2ccc(C(=O)N3CCCC3)cc2)cc1NC(C)=O
    -3.4	3.5	0.5	-2.3	-0.7	2.6	12.9	-0.7	2.9	-1.9
24	COC(=O)CCCC1=CC2=CC(=O)C(C)(OC(=O)c3cccs3)C(=O)C2=CN1C1CCCC1 (stereo unspecified)
    -17.2	-16.2	0.8	1.7	-2.9	-11.3	-2.7	-1.6	-6.6	5.1
25	CCOc1ccccc1/C=C/c1onc(C)c1S(=O)(=O)N1CCC(C(=O)NC)CC1
    -8.8	2.8	-0.7	-2.8	-4.8	-0.6	4.4	5.1	10.4	-11.3
26	CCCCC[C@H]1CN(CCCC)C(=O)[C@@H]1CC(=O)NCc1ccc(OC)cc1
    1.5	2.5	0.5	-2.6	2.6	1.4	15.6	0.4	-20.8	2.9
27	COc1ccc(N(CC(=O)NCCC2=CCCCC2)S(=O)(=O)c2ccccc2F)cc1
    -7.3	1.1	0.4	1.4	-2.8	3.7	-6.7	1.7	-1.2	7.0
28	O=C(OCC#CCSc1nnc(-c2ccccc2)o1)c1cccs1
    -6.2	-3.5	0.2	1.7	4.2	0.5	0.5	3.6	-13.9	5.2
29	CCC(CO)N=CC1=C(O)C(C(=O)c2ccccc2)CCC1=O (stereo unspecified)
    -0.9	1.1	0.3	-2.5	-1.3	0.8	-5.1	-5.6	5.0	-2.7
30	CC(=O)Nc1nonc1NC(=O)CSc1ccccn1
    1.0	1.1	0.1	5.4	0.0	2.4	0.7	-0.4	-1.7	-5.7
31	CCc1nc2sc3ccccc3c(=O)c2c(=O)n1Cc1ccc(OC)cc1
    -1.9	2.5	0.8	-6.3	-1.7	4.6	2.3	3.0	6.0	3.1
32	O=C(O)c1cc(N2N=C(C(F)(F)F)/C(=C/C=C/c3ccco3)C2=O)ccc1Cl
    1.1	62.7*	-0.1	9.0	4.7	108.4*	-39.6	97.5*	-17.8	5.5
33	O=[N+]([O-])c1ccc(N=Cc2ccc(Br)c([N+](=O)[O-])c2)cc1
    1.6	2.4	-0.3	0.8	-2.9	1.0	2.9	5.0	-3.4	-2.1

5 compounds drawn at random from the list so far:
Results follow in this order: PLC-beta3 inh	PLCg1 inh	KLK7 zymogen act	Tn7 DDE FP	ADAM17 inh	MBD2 DNA inh	ARFGAP1 inh	UHRF1 binding	ASAP1 GAP inh	DDE Tn6 FP inh
25	CCOc1ccccc1/C=C/c1onc(C)c1S(=O)(=O)N1CCC(C(=O)NC)CC1
    -8.8	2.8	-0.7	-2.8	-4.8	-0.6	4.4	5.1	10.4	-11.3
11	O=C(O)CCNC(=O)C12CC3CC(CC(C3)C1)C2
    -4.2	2.9	-0.2	-8.4	-3.9	1.3	4.7	3.6	-3.4	2.6
31	CCc1nc2sc3ccccc3c(=O)c2c(=O)n1Cc1ccc(OC)cc1
    -1.9	2.5	0.8	-6.3	-1.7	4.6	2.3	3.0	6.0	3.1
13	CN(CCO)CC(O)CN(c1ccccc1)c1ccccc1 (stereo unspecified)
    -6.6	2.5	0.3	-3.6	-2.3	0.2	2.6	2.2	8.2	-2.5
32	O=C(O)c1cc(N2N=C(C(F)(F)F)/C(=C/C=C/c3ccco3)C2=O)ccc1Cl
    1.1	62.7*	-0.1	9.0	4.7	108.4*	-39.6	97.5*	-17.8	5.5

One compound at a time (already shown). Screens in order: PLC-beta3 inh	PLCg1 inh	KLK7 zymogen act	Tn7 DDE FP	ADAM17 inh	MBD2 DNA inh	ARFGAP1 inh	UHRF1 binding	ASAP1 GAP inh	DDE Tn6 FP inh
Cn1ccnc1-c1nnn(-c2ccc(F)cc2)n1 in the list: -3.9	3.9	0.8	-7.1	-0.9	3.1	12.0	-2.6	-6.8	-0.9
O=[N+]([O-])c1ccc(N=Cc2ccc(Br)c([N+](=O)[O-])c2)cc1 in the list: 1.6	2.4	-0.3	0.8	-2.9	1.0	2.9	5.0	-3.4	-2.1

No enrichment for hits. Share with any hit: about 4.1%.
